D2 ag = HTS Assay for Allosteric Agonists of the Human D2 Dopamine Receptor: Primary Screen for Agonists | D(2) dopamine receptor (Homo sapiens), P14416 | HEK293 T-REx D2 cells, calcium flux agonist mode | activation, % at 2 µM | hit rate 0.53% among 340,000;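 active means activation over 3 SD above normal in the single-dose calcium agonist read, cut at about 30% in these data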; further: 0% is about no effect
Target sequence (P14416 whole entry, looked up): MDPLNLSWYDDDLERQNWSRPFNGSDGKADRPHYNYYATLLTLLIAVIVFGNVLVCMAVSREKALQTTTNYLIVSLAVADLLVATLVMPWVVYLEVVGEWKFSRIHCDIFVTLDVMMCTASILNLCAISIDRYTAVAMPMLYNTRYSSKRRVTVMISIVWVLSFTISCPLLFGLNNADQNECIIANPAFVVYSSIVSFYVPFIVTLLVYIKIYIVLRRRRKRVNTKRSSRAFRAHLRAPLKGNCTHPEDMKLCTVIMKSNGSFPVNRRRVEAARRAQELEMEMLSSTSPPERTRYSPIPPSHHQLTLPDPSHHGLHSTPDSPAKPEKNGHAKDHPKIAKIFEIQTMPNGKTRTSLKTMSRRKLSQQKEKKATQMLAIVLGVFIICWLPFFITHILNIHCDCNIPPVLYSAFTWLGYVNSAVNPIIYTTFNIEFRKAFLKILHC
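Agonism is scored from calcium flux in a force-coupled, inducible HEK293 cell line expressing D2, read kinetically for 180 s after compound addition against dopamine controls.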
TRHR enhancer = qHTS for Small Molecule Agonists and Allosteric Enhancers of Human TRH Receptor: Primary Screen for Enhancers; TRHR cells, fluo-8 calcium fluorescence, EC20 TRH enhancement; hit rate 0.66% among 360,000; enhancement, % at 2 µM; Thyrotropin-releasing hormone receptor (Homo sapiens), P34981; in the data active means enhancement above about 30%; further: 0% is about no effect
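TRHR-expressing cells loaded with fluo-8 calcium dye were read kinetically (ex 480/em 530) during compound addition, then stimulated with an EC20 of TRH (10 nM final). Enhancement of the Gq-mediated intracellular calcium response was scored.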
rTrxR1 inhibitor = qHTS Assay for Inhibitors of Mammalian Selenoprotein Thioredoxin Reductase 1 (TrxR1): qHTS; recombinant rTrxR1, NADPH fluorescence consumption, selenite substrate; Thioredoxin reductase 1, cytoplasmic (Rattus norvegicus), O89049; hit rate 1% among 390,000; Potency, µM (top dose mostly 114 µM), for the others: at the highest dose activity change, negative = inhibition, most hits filed as inhibitors; further: potency means the concentration at half of the fitted maximal effect; on the % scale 0 is the no-effect control and ±100 the full control effect; nearly all actives have a fitted effect of over 65% in size
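Rat TrxR1 (90 nM in the dispensed reagent) was pre-reduced with 400 uM NADPH for 5 min at room temperature, then incubated with compound for 15 min. After 400 uM selenite was added, NADPH fluorescence (Ex 340/Em 450 nm) was followed for 8 min.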
IDH1 R132H inh = qHTS for Inhibitors of mutant isocitrate dehydrogenase 1 (IDH1): qHTS. hit rate 0.093% among 390,000. IDH1-R132H enzyme, NADPH consumption, diaphorase/resazurin fluorescence. Potency, µM (series often up to 76.6 µM), without a hit: at the top dose activity change, negative = inhibition, actives largely listed as inhibitors. AID 602179, 2012. Isocitrate dehydrogenase [NADP] cytoplasmic (Homo sapiens), O75874; further: potency means the concentration at half of the fitted maximal effect; on the % scale 0 is the no-effect control and ±100 the full control effect; nearly all actives have a fitted effect of over 65% in size
Target sequence (O75874 whole entry R132H, stated change not applied): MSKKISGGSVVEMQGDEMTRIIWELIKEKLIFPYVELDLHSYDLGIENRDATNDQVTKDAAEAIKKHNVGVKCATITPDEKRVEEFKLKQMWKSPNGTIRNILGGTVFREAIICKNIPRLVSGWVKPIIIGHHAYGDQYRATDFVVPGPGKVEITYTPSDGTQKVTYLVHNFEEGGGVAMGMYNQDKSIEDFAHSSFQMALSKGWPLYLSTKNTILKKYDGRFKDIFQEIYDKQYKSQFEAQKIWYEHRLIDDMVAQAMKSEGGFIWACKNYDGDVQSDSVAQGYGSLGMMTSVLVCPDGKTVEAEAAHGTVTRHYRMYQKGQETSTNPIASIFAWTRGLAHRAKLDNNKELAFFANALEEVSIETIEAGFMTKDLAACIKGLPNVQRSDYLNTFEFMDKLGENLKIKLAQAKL
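IDH1-R132H (0.5 ug/mL) preincubated 30 min with compound, then NADPH (0.016 mM) and alpha-KG (2 mM) added; 80 min at RT, pH 7.5. Remaining NADPH coupled via diaphorase/resazurin to fluorescence (540/590 nm); concentration-response curves normalized to no-enzyme control.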
TRHR agonist = qHTS for Small Molecule Agonists and Allosteric Enhancers of Human TRH Receptor: Primary Screen for Agonists; TRHR cells, calcium flux fluo-8, FDSS agonist mode; activation, % at 2 µM; hit rate 0.18% among 360,000; AID 493084, 2011; in the data active means activation above about 30%; further: 0% is about no effect
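In this calcium-flux screen, cells bearing human TRHR are dye-loaded with fluo-8, baselined for 10 cycles, then exposed to library compounds; positive kinetic calcium responses during the agonist phase mark hits, with TRH as control.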
D2 antagonist = HTS Assay for Allosteric Antagonists of the Human D2 Dopamine Receptor: Primary Screen for Antagonists; AID 485344, 2010; inhibition, % at 10 µM; HEK293 TREx D2 cells, calcium flux, dopamine EC80; hit rate 2% among 340,000; in the data active means inhibition above about 30%; further: 0% is about no effect
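Inhibition of EC80 dopamine-driven calcium flux, recorded kinetically, defines activity here; cells are a tetracycline-induced HEK293 T-REx line expressing force-coupled D2.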
USP1-UAF1 inh = Inhibitors of USP1/UAF1: Primary Screen. Ubiquitin carboxyl-terminal hydrolase 1 (Homo sapiens), O94782. recombinant USP1/UAF1, Ub-Rhodamine cleavage fluorescence. Potency, µM (series often up to 57.1 µM), for inactives: top-dose activity change, negative = inhibition, actives largely listed as inhibitors. hit rate 0.23% among 390,000. AID 743255, 2014; further: potency means the concentration at half of the fitted maximal effect; on the % scale 0 is the no-effect control and ±100 the full control effect; nearly all actives have a fitted effect of over 60% in size; inactives centre near -12
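USP1/UAF1 complex (1 nM) preincubated 15 min at room temperature with compound, then Ub-Rho substrate (150 nM final) added. Kinetic fluorescence at 480/540 nm over 6 reads at 60 s intervals; 50 mM HEPES pH 7.8, 0.5 mM EDTA, 0.1 mg/ml BSA, 1 mM TCEP, 0.01% Tween-20.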
Pin1 inh = qHTS Assay to Find Inhibitors of Pin1. Peptidyl-prolyl cis-trans isomerase NIMA-interacting 1 (Homo sapiens), Q13526. Pin1 FP peptide displacement, HiFluor488, 10 min. hit rate 0.009% among 390,000. Potency, µM (titrated, usually from 115 µM), for inactives: at the highest dose activity, negative = inhibition, most hits filed as inhibitors; active means well fitted inhibition curve with a large enough effect in the polarisation, with a control signal flat, not every such curve was filed as active; inconclusive means small, poorly fitted or top-dose-only effect, or effect the other way, or a change in a side signal; inactive means no such curve, though single readings can be large or run the other way; the % refers to the polarisation; further: potency means the concentration at half of the fitted maximal effect; on the % scale 0 is the no-effect control and ±100 the full control effect
Target sequence (Q13526 whole entry, looked up): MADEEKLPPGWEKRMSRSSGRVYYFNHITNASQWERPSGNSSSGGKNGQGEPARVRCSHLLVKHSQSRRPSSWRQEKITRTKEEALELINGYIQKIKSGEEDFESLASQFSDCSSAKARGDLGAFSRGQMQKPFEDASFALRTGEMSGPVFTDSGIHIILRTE
TrxR1 substrate = qHTS Assay for Substrates of Mammalian Selenoprotein Thioredoxin Reductase 1 (TrxR1): qHTS; Thioredoxin reductase 1, cytoplasmic (Rattus norvegicus), O89049; purified TrxR1 substrate turnover, NADPH consumption readout; Potency, µM (doses to about 114 µM), without a hit: at the highest dose activity change, negative = substrate turnover; hit rate 0.01% among 390,000; further: potency means the concentration at half of the fitted maximal effect; on the % scale 0 is the no-effect control and ±100 the full control effect; nearly all actives have a fitted effect of over 50% in size
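Rat TrxR1, dispensed at 90 nM, was prereduced with 400 uM NADPH (final) for 5 min at ~22 deg C, then incubated with compound 15 min before 400 uM selenite. A first-read NADPH fluorescence drop versus no-compound background flagged substrates.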
The depositor's hits bear a star; ? = inconclusive; . = not tested or not shown; [ ] = another dose, or the depositor's remark. Unless noted, the call rests on the fitted dose curve; in most records, active means well fitted inhibition curve with a large enough effect; inconclusive means small, poorly fitted or top-dose-only effect; inactive means no such curve, though single readings can be large or run the other way. The list is partial. The share of hits here may be higher or lower than overall.

Order of values: D2 ag, TRHR enhancer, rTrxR1 inhibitor, IDH1 R132H inh, TRHR agonist, D2 antagonist, USP1-UAF1 inh, Pin1 inh, TrxR1 substrate
- CC(C)NC(=O)[C@]1(C)CCC[C@@]2(C)C3CC[C@@]4(C)C[C@]3(CCC21)CC4=O (some centres not stated)
    1.5, 10, 21%[57.1 µM], 11%, 0.1, -10, -19%, -5%, 13%[57.1 µM]
- Cc1cc(Cl)ccc1OCC(=O)OCC(=O)NCCNC(=O)COC(=O)COc1ccc(Cl)cc1C
    ., ., -17%, -12%, ., ., -5%, 7%, -8%
- CS(=O)(=O)c1ccccc1-c1nnc(NC(=O)c2cccc(N3C(=O)CCC3=O)c2)o1
    0.2, 3, 11%[57.1 µM], 0%, 0.4, -5, -4%, 4%, 2%[57.1 µM]
- O=S(=O)(Nc1ccccc1N1CCCCC1)c1ccc(F)cc1
    1.8, -5, 8%[57.1 µM], 19%, 0.9, -3, -2%, 3%, -2%[57.1 µM]
- O=C(Cn1c(=O)ccc2cc(S(=O)(=O)N3CCCC3)ccc21)Nc1ccc(Cl)cc1
    -2.2, -1, 23%[57.1 µM], -5%, 1.3, ., -20%, -6%, 2%[57.1 µM]
- O=C(COC(=O)c1ccccc1OCc1ccc(Cl)cc1)NCC1CCCO1 (configuration not stated)
    ., ., 10%, 0%, ., ., -7%, -4%, -4%
- COc1cccc(CN(C(=O)c2oc3ccccc3c2C)C2CCS(=O)(=O)C2)c1 (configuration not stated)
    ., -1, 11%, -8%, -0.1, ., -19%, -1%, -3%
- COc1ccc2cc(C(=O)N3CCCCCC3)sc(=O)c2c1OC
    0.9, 10, 9%[57.1 µM], 2%, 1.4, 7, -11%, -3%, 5%[57.1 µM]
- CO/N=C(/CNC(=O)c1cccc(Cl)c1)c1ccc(Cl)cc1
    -0.4, -4, -12%, 7%, -0.5, -19, -14%, 2%, -13%
- O=C1CCC(C(=O)N(CCO)Cc2ccccc2)CN1CCCN1CCOCC1 (configuration not stated)
    0.3, 6, 8%, -1%, 0.6, 2, -6%, -9%, 0%
- Cc1onc(-c2ccccc2)c1C(=O)N1CCc2ccccc21
    0.8, 7, 18%, 0%, -0.1, 14, -15%, -7%, 6%
- CCC(=O)NC(=S)Nc1ccc(NC(=O)c2ccc(Br)o2)cc1
    -0.8, 5, ?, -8%, 0.2, 2, -13%, 13%, -6%
- Cc1ccc(Cl)cc1N1CCN(C(=O)C2CCN(S(=O)(=O)c3cccnc3)CC2)CC1
    0.2, -4, 19%[57.1 µM], 0%, -0.2, 0, -4%, 9%, 9%[57.1 µM]
- CSc1nnc2n(-c3cccc(C)c3)c(=O)c3c4c(sc3n12)CCCC4
    1.6, -2, 12%, 4%, 0.6, ., -18%, -12%, 0%
- COc1ccccc1Nc1nc(N)nc(CN2CCOCC2)n1
    0.4, -9, 13%, -3%, -0.1, -2, -37%, 2%, 9%
- CS(=O)(=O)N1CCN(c2cnn(-c3ccccc3)c(=O)c2Cl)CC1
    -0.3, 1, 17%[57.1 µM], 1%, 0.3, 8, -10%, -4%, -6%
- CCOc1cccc(C2C(C(=O)c3cccs3)=C(O)C(=O)N2Cc2cccnc2)c1 (configuration not stated)
    0.4, -4, -14%, 0%, 0.8, 13, -1%, 4%, -14%
- COCCn1c(C)c(C(=O)O)sc1=S
    0.8, -12, ?, 0%, 0.8, -4, -16%, 13%, -10%
- O=C(Nc1ccc(C(=O)O)cc1)/C(=C\c1ccc2c(c1)OCO2)NC(=O)c1ccccc1
    ., 6, -27%, 0%, 3.4, ., -9%, 5%, -19%
- CCCCCCn1c(N2CCC(C(N)=O)CC2)nc2c1c(=O)[nH]c(=O)n2C
    1.1, 11, 12%, 15%, -0.2, -6, -19%, -1%, 2%
- Cc1cc(-c2ccccc2)cc(-c2ccccc2)[n+]1C
    1.1, 1, 25%[57.1 µM], 4%, 0.0, 13, -22%, 2%, 19%[57.1 µM]
- Cc1cc(C)c(C(=O)CSc2n[nH]c(-c3ccncc3)n2)c(C)c1
    0.3, 7, 25%[57.1 µM], 1%, -0.2, 11, -20%, 2%, 9%[57.1 µM]
- COCCCNC(=O)c1sc2ncn(CC(=O)Nc3ccc(C)c(Cl)c3)c(=O)c2c1C
    -0.1, 6, 7%, 11%, 0.9, -4, -11%, 1%, 5%
- CC(=O)c1ccc(NC(=O)C2CCCN(S(=O)(=O)c3ccc(Br)s3)C2)cc1 (configuration not stated)
    1.8, 4, 7%, 7%, 0.4, ., -16%, 0%, -5%
- COc1ccccc1-n1c(SCC(=O)N2CCc3ccccc32)nc2c(c1=O)SCC2
    ., -10, 4%[57.1 µM], 11%, -0.3, ., -17%, 15%, 7%[57.1 µM]
- CCOC(=O)c1c(NC(=S)Nc2ccccc2)sc2c1CCN(CC)C2
    7.8, 6, -33%[57.1 µM], 9%, 13, -3, -27%, ?, 9%[57.1 µM]
- O=C(NC(Cc1ccccc1)C(=O)O)/C(=C\c1ccccc1)NC(=O)c1ccco1 (configuration not stated)
    7.2, 3, 12%[57.1 µM], -3%, -0.6, -16, -15%, 4%, 2%[57.1 µM]
- COc1ccc(NC(=O)CN2C(=O)/C(=C3\SC(=S)N(C4CCS(=O)(=O)C4)C3=O)c3ccccc32)cc1 (configuration not stated)
    -1.2, 4, -3%, -7%, -0.3, -14, -20%, 4%, 2%
- Cc1ccc(S(=O)(=O)N2N=C3CCCCC3C2(O)C(F)(F)F)cc1 (configuration not stated)
    -0.6, 4, 19%[57.1 µM], 11%, 0.0, 1, ?, 7%, -13%[57.1 µM]
- CCOC(=O)C1=C(C)Nc2sc(C(=O)c3ccc(Br)cc3)c(N)c2C1c1ccc(C(=O)OC)cc1 (configuration not stated)
    0.4, -7, -5%[57.1 µM], 0%, -0.2, -14, -24%, ?, 0%[57.1 µM]
- CCOc1ccc(C(=O)Nc2ccc3nc(SCc4ccccc4)sc3c2)cc1
    1.2, -2, 20%, -5%, 0.0, ., -20%, -2%, 6%
- Cc1ccc(C(=O)OCC(=O)NCc2cccs2)cc1S(=O)(=O)N1CCOCC1
    -0.7, -1, 18%[57.1 µM], 1%, 0.2, 5, -2%, 2%, 8%[57.1 µM]
- O=C(NCc1ccccn1)c1cc(-c2ccc(Cl)cc2)oc1C(F)(F)F
    -0.5, 9, 22%, 6%, -0.2, 5, -26%, 9%, 2%
- Cc1ccnc(NS(=O)(=O)c2cc(-c3cc(C)no3)ccc2C)c1
    ., 4, 18%[57.1 µM], 2%, 0.1, ., -22%, 1%, 3%[57.1 µM]
- O=C(Nc1ccccn1)c1cccc(S(=O)(=O)N2CCCCC2)c1
    0.5, 2, 21%[57.1 µM], 1%, -0.7, 3, -21%, -9%, 13%[57.1 µM]
- Cc1ccc2cc(C#N)c(N3CCCN(C(=O)C4CCCO4)CC3)nc2c1 (configuration not stated)
    -0.6, 1, -14%, -2%, -0.8, 10, -15%, 6%, 25%
- O=C(Cc1coc2cc(O)ccc12)NNC(=O)c1cccs1
    ., ., -8%, -1%, ., ., -18%, 0%, -4%
- COc1ccc(C(=O)NCC(c2cccnc2)N2CCN(c3ccccc3F)CC2)cc1OC (configuration not stated)
    -1.4, -4, 37%[11.4 µM], -2%, -0.2, ., 5%, 4%, -9%
- COc1cc2c(cc1OC)CN(C(=O)CN1C(=O)NC3(CCCCC3C)C1=O)CC2 (configuration not stated)
    0.4, 1, -8%, -1%, 0.0, -10, -18%, -1%, -3%
- COc1ccc(OC)c(NC(=O)CCCN2C(=S)NC(C)(C)CC2C)c1 (configuration not stated)
    0.3, -1, ?, 6%, 1.0, -23, -9%, 14%, -6%
- CCCCSc1nnc(CSc2ncccn2)n1C
    0.6, -2, 23%[57.1 µM], -7%, 0.2, 3, -5%, 6%, 6%[57.1 µM]
- COc1cccc(C2/C(=C(\O)c3ccc4c(c3)OCCO4)C(=O)C(=O)N2c2nnc(C)s2)c1 (configuration not stated)
    0.1, -1, ?, -6%, 3.1, -4, -21%, 3%, -9%
- Cc1ccc(S(=O)(=O)NCCc2nnc3ccc(SCC(=O)Nc4nc5ccccc5s4)nn23)cc1
    -0.2, -1, ., ., 1.4, 9, ., ., .
- CN(c1ccccc1)S(=O)(=O)c1ccc(C(=O)N2CCCC2)cc1
    0.3, -9, -1%, -2%, -0.1, -19, -17%, -2%, -9%

High-throughput results: PubChem BioAssay, National Center for Advancing Translational Sciences (NCATS)
